# NPY2 pot ag = potentiates or activates human NPY-Y2 receptor; P49146; cells expressing NPY-Y2, potentiator/agonist read-out; activation, % at 3.6 µM; 220,000 compounds, 0.45% hits; AID 1359; in the data active = activation above about 27%;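 note: cells stimulated with NPY near EC25 plus isoproterenol at EC100; 0% = vehicle plus submaximal agonist and 100% = vehicle plus saturating agonist; some results beyond the cut were filed as inactive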
# NPY1 pot ag = potentiators or agonists of human neuropeptide Y receptor Y1; P25929; NPY-Y1 expressing cells, potentiator/agonist activation; activation, % at 3.6 µM; 220,000 compounds, 0.37% hits; in the data active = activation above about 33%, passing the limit was not always enough;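 note: cells stimulated with NPY at EC10 then isoproterenol at EC100; 0% = low agonist plus stimulus and 100% = saturating agonist plus stimulus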
# Target sequence (P25929 whole entry, looked up): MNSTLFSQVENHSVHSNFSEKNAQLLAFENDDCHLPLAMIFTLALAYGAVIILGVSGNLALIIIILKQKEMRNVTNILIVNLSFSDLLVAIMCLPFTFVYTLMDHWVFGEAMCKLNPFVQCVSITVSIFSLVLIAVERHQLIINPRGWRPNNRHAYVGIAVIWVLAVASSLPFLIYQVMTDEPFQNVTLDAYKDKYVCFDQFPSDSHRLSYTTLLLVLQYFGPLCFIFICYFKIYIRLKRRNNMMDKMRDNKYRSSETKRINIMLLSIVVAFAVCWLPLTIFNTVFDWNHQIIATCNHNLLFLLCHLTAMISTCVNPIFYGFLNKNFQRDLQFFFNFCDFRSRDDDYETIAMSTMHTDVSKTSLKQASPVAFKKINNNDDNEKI
# S1P4 ag = human S1P4 receptor agonism; S1P4-expressing cell line, agonist reporter assay; activation, % at 4.98 µM; 220,000 compounds, 0.35% hits; AID 1509; in the data active = activation above about 11%;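 note: 0% = DMSO vehicle and 100% = reference agonist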
# Target sequence (O95977 whole entry, looked up): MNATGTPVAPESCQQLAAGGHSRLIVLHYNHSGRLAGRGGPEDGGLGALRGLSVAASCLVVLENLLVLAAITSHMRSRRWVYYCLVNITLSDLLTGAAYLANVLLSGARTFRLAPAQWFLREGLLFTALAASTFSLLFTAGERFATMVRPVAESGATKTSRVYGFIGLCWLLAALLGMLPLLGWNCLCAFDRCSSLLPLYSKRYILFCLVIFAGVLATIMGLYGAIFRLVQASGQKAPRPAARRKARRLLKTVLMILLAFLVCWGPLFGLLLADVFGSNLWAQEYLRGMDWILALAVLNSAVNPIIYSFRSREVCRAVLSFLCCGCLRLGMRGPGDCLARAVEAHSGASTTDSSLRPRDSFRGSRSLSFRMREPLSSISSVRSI
# RBBP9 inhibitor = inhibitors of human serine hydrolase RBBP9 | inhibition, % at 7.94 µM | recombinant RBBP9, FP-Rh probe fluorescence polarization | O75884 | 220,000 compounds, 0.2% hits;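 active = inhibition above the campaign mean of all tested compounds plus 3 SD, cut at about 14% in these data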;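 note: plate controls were DMSO wells with RBBP9 for no effect and wells lacking RBBP9 protein for full effect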
# Target sequence (O75884 whole entry, looked up): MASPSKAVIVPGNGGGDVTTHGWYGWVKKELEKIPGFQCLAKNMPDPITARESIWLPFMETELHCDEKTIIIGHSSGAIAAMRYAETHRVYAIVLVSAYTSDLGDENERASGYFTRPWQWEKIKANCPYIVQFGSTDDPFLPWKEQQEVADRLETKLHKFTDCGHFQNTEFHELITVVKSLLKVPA
#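 Assay system: recombinant human RBBP9; Reagent: Serine-hydrolase probe FP-Rh, 375 nM pre-mixing; Doses: 7.94 µM single dose, 0.794% DMSO; Incubation: 30 min then 45 min, 25 °C; Detection: fluorescence polarization (mP), excitation 525 nm, emission 598 nm; Evaluation: percent inhibition from mP, scaled between DMSO and no-protein wells.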
# BaF3 parental = parental Ba/F3 viability inhibition as JAK2V617F counter-screen; AID 1486; 220,000 compounds, 1.1% hits; CellTiter-Glo ATP luminescence; inhibition, % at 5.6 µM;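 active = inhibition above a per-campaign cutoff, the mean inhibition of all tested compounds plus 3 SD, cut at about 27% in these data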;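 note: 0% = DMSO wells and 100% = JAK Inhibitor I control wells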
# S1P4 antagonist = antagonists of human S1P4 receptor; O95977; S1P4-expressing cells, antagonist mode, reporter read-out; inhibition, % at 4.98 µM; 220,000 compounds, 0.26% hits; in the data active = inhibition above about 29%;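 note: 0% = wells stimulated with agonist and 100% = vehicle wells without agonist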
# NPY-Y1 antag = antagonists of human neuropeptide Y receptor Y1 | HEK293-CNG Y1 cells, membrane potential fluorescence; NPY at EC95, then isoproterenol | 200,000 compounds, 1% hits | P25929 | AID 1040 | inhibition, % at 3.6 µM;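 active = inhibition above the campaign mean inhibition of all tested compounds plus 3 SD, cut at about 20% in these data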;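 note: 0% = DMSO wells given NPY plus isoproterenol and 100% = isoproterenol alone without NPY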
#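 material = HEK293 cells with Y1 receptor plus CNG channel | also added = NPY 25 nM then isoproterenol 1 µM plus Ro 20-1724 25 µM | schedule = dye 3 h, compound 60 min room temperature, stimulation 45 min | measured by = membrane potential fluorescence | benchmarks = high control isoproterenol alone, low control NPY with isoproterenol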
# Ba/F3 V617F tox = lowers viability of Ba/F3 cells expressing EpoR and JAK2V617F; ATP luminescence; inhibition, % at 5.6 µM; 220,000 compounds, 1.1% hits; AID 1446;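 active = inhibition above the campaign mean plus 3 SD over all tested compounds, cut at about 24% in these data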;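 note: cytokine-independent growth of Ba/F3 cells driven by EpoR plus mutant JAK2; 0% = DMSO-treated cells and 100% = JAK inhibitor I control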
# Runt-CBFb FRET = inhibitors of human RUNX1 Runt domain binding to CBFb. Q01196+Q13951. Cerulean-Runt/Venus-CBFb FRET ratio 530/480, 1 h. inhibition, % at 20 µM. 220,000 compounds, 0.46% hits;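 active = inhibition over about 50% at 20 µM in the single-dose screen, limit read from the data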;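 note: 0% = DMSO wells and 100% = excess unlabeled CBFb competitor control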
#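 Schedule: protein complex preformed 1 h, compound exposure 1 h, room temperature, dark; test system: Cerulean-labeled Runt domain protein; amount: 100 nM per protein; buffer or medium: Tris 50 mM pH 7.5, KCl, K2SO4, 0.01% BSA; read-out: loss of energy transfer signal; detection: FRET fluorescence; controls: 5 µM unlabeled CBFb as full-inhibition high control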
# Numbers without * were called inactive; nt = no result given. Random draw from the library; overall some 3.6% were active at least once.
SMILES,NPY2 pot ag,NPY1 pot ag,S1P4 ag,RBBP9 inhibitor,BaF3 parental,S1P4 antagonist,NPY-Y1 antag,Ba/F3 V617F tox,Runt-CBFb FRET
Cc1cccc(C)c1NC(=O)Cn1nc(-c2ccccc2)nc1-c1ccccc1,6,-41,0.1,-3,8,-3,10,3,-2
CCn1c(C)c(C(C)=O)cc(C#N)c1=O,-8,4,2.2,-6,9,-1,4,1,3
Cc1[nH]c2ccccc2c1Cc1n[nH]c(=S)n1C,4,-19,1.4,-1,0,-11,0,-3,-2
O=C(NCc1nnc2c3ccccc3c(-c3ccccc3)nn12)c1ccccc1Cl,0,-21,-0.3,-3,8,-20,5,3,-6
Cc1ccc(OCC(=O)N/N=C/c2c[nH]c3ccccc23)c([N+](=O)[O-])c1,15,7,-0.7,-3,6,-22,-3,0,-3
C=CCn1c(NCCOC)nc2c1c(=O)n(C)c(=O)n2C,-16,-1,-1.0,1,-1,-4,2,-2,-4
COC(=O)C/C(N)=C(\C#N)C(=O)OC,-2,-1,-0.4,2,-5,-9,nt,3,2
Cn1c(=O)cc(SCC(=O)NCc2ccco2)c2ccccc21,18,-1,1.1,-7,-1,-1,-1,-2,2
O=C(Nc1ccc2c(c1)OCCO2)C1CCN(c2nnnn2-c2ccccc2)CC1,-6,-11,1.3,-8,1,-2,4,0,-3
CC(OC(=O)C1CC1)C(=O)Nc1cc(C(F)(F)F)ccc1Cl (centres undefined),-6,-3,-0.6,1,6,-11,4,0,-1
CC(C)(C)c1ccc(OCC(=O)NCc2ccco2)cc1,3,3,-0.4,2,1,4,-2,-2,1
Cc1cccc(S(=O)(=O)N(CC(=O)Nc2ccccc2C)Cc2ccco2)c1,-4,-4,-2.9,-2,0,1,0,-3,-2
Cc1ccc(NCc2nnc(SCCN3CCCCC3)n2CC2CCCO2)c(C)c1 (centres undefined),27,16,-1.8,-10,4,17,-3,-1,-3
CC(=O)Nc1ccc(Nc2cc(N3CCOCC3)c3nonc3c2[N+](=O)[O-])cc1,-9,9,-1.6,-1,-3,-6,0,-8,-2
CCc1nnc(NC(=O)C(C)C)s1,7,19,-0.4,5,1,-12,3,-4,0
O=C1CC(c2ccccc2)CN1C(=O)c1cccnc1 (centres undefined),-3,-10,0.7,4,8,1,-1,3,1
CC(C)C(=O)NC(c1cccc([N+](=O)[O-])c1)c1c(O)ccc2ccccc12 (centres undefined),-3,13,3.8,-5,0,-10,-3,-5,8
CC(CN1CCOCC1)C(=O)O (centres undefined),-10,6,-3.2,-9,3,-11,2,2,0
Cc1cc(C)c(S(=O)(=O)N2CCCCC2)c(C)c1N(C)S(=O)(=O)c1ccccc1,-18,-23,-0.2,-10,3,-8,6,-2,nt
COc1ccccc1C(CC(=O)Nc1ccc(Cl)cc1)c1ccc(OC(C)C)cc1 (centres undefined),-10,-1,1.8,-8,-2,-10,-2,-2,0
Cc1cccc(NC(=S)Nc2ccc(Br)cc2)c1,7,18,-1.0,-9,6,-18,4,-1,1
CCNC(=S)N1CCN(Cc2ccccc2)CC1,15,10,0.3,-4,4,-12,0,0,-1
CCn1c(SCC(=O)OC)nnc1-c1ccncc1,2,-30,2.1,1,-2,1,2,-4,0
O=C(c1cc(-c2ccncc2)nc2ccccc12)N1CCN(c2ccc(N3CCOCC3)nn2)CC1,5,-9,1.2,1,8,1,-2,0,4
CC(=O)N/C(=C/c1ccc(OS(=O)(=O)c2ccc(C)cc2)cc1)C(=O)NCCO,-6,3,1.6,-1,1,-21,-5,-4,0
# Additional results
SMILES,NPY2 pot ag,NPY1 pot ag,S1P4 ag,RBBP9 inhibitor,BaF3 parental,S1P4 antagonist,NPY-Y1 antag,Ba/F3 V617F tox,Runt-CBFb FRET
Cc1ccccc1-n1c(SCC(=O)c2c(N)n(C)c(=O)n(C)c2=O)nc2sc3c(c2c1=O)CCCC3,-11,8,2.0,3,6,-23,1,0,-2
Oc1ccc(Nc2nnc(-c3ccc(O)cc3)c3ccccc23)cc1,29,12,-1.6,-4,4,20,-4,0,-1
Cc1ccc(OCCCC(=O)Nc2ccc(N3CCOCC3)cc2)cc1,0,7,-0.2,-5,6,-12,-3,5,0
S=c1[nH]ncn1/N=C/c1ccccc1,-19,-18,1.8,1,5,-7,7,5,3
CSC1=C(C#N)C(CC(C)C)C2=C(CCCC2=O)N1 (centres undefined),20,10,4.7,-4,5,-22,-3,1,0
Cc1nn(Cc2cccc(C(=O)Nc3ccn(Cc4ccccc4F)n3)c2)c(C)c1[N+](=O)[O-],-6,8,-2.4,-1,8,-2,14,-1,0
COc1cc(/C=N/NC(=O)CNC(=O)c2cccs2)ccc1O,11,18,1.7,-3,1,-16,-4,-1,2
O=C(Nc1ccc2nc(-c3ccco3)[nH]c2c1)c1ccco1,-5,1,-1.7,13,6,-7,-3,1,20
CC1CN(CC(O)COc2ccc(C(C)C)cc2)CC(C)O1 (centres undefined),4,4,0.5,-3,10,-7,-3,3,-3
CC(=O)Nc1ccc(S(=O)(=O)N2CCC(=O)Nc3ccccc32)cc1,1,9,16*,8,12,-67,5,2,0
COc1cc(-c2nc(C(F)(F)F)c(OC)o2)cc(OC)c1OC,18,-14,0.1,-13,4,-16,1,0,-1
CN(C)C(=O)c1cn(N(C)c2ncc(C(F)(F)F)cc2Cl)c(=O)c2ccccc12,16,12,-0.9,-8,8,-5,-5,0,nt
OCCN(Cc1nc(-c2ccc3c(c2)OCO3)no1)Cc1cccs1,-18,-12,0.6,-5,0,-5,5,0,-2
O=Cc1ccc(OCC(=O)NC(=O)NC2CCCCC2)cc1,-9,-5,-2.3,-3,2,-13,-2,-2,2
O=C(NCc1ccc(F)cc1)c1cnc(-c2ccccn2)nc1C(F)(F)F,0,-21,0.4,-12,2,-9,6,1,1
Nc1nc(CSc2nnnn2-c2ccc(F)c(Cl)c2)nc(N2CCOCC2)n1,7,-2,1.6,-6,3,3,-2,1,nt
Cc1[nH]c2ccccc2c1C(=O)C(=O)N1CCN(C(=O)c2ccco2)CC1,2,9,-0.8,-2,0,-11,5,-4,2
O=C(Cc1ccccc1)Nc1nonc1NC(=O)c1ccccc1,-30,-26,-1.9,1,1,4,-1,1,-1
COc1cc2c(cc1N/C=C(\C#N)c1nc(-c3ccccc3)cs1)oc1ccccc12,5,9,0.7,-12,7,-4,4,-1,nt
O=C(Nc1cccc(F)c1)c1ccc(S(=O)(=O)N2CCCC2)cc1,-13,-5,1.7,-4,8,-20,-1,3,-3
Cc1ccccc1C(O)c1cccnc1 (centres undefined),7,-8,0.4,-4,6,1,8,-1,0
O=C1CC(c2ccccc2Cl)=NN(c2ncnc3ccccc23)C1=O,-10,-16,2.5,0,10,-4,1,0,14
Cc1ccc(SCc2nc(-c3ccccc3)no2)cc1,-11,-6,0.3,11,6,15,19,-4,-2
CC1CC(C)CN(C(=O)CCc2ccccc2)C1 (centres undefined),3,0,0.2,1,6,-17,2,1,-3
COc1ccc(NC(=O)CSc2nccn2-c2ccccc2)c(OC)c1,-1,-11,-0.7,2,-1,-12,-3,-2,-2
# Additional results follow:
SMILES,NPY2 pot ag,NPY1 pot ag,S1P4 ag,RBBP9 inhibitor,BaF3 parental,S1P4 antagonist,NPY-Y1 antag,Ba/F3 V617F tox,Runt-CBFb FRET
CN1CCN(CC(O)COCc2ccc3c(c2)OCO3)CC1 (centres undefined),-10,-16,0.7,-3,2,1,2,-3,0
CCOC(=O)c1c(C)n(C)c2ccc(OC(=O)c3ccc(N4C(=O)CCC4=O)cc3)cc12,0,-24,-0.5,-12,4,-13,-2,-1,-3
COc1ccccc1NC(=O)Nc1ccccc1SC,-5,-12,0.7,-6,4,-4,7,1,-1
CCC(C)(C)n1nnnc1C(c1ccc(C)cc1)N1CCCC1 (centres undefined),-6,2,-1.1,-6,2,0,6,0,-2
COc1ccc(S(=O)(=O)NCC2CCC(C(=O)NCc3cccnc3)CC2)cc1 (centres undefined),1,8,0.2,-7,2,-4,9,1,0
CCCOc1ccc(C(=O)CCNc2ccc(C)c(Cl)c2)cc1,7,-1,-1.8,-7,1,2,1,0,nt
NS(=O)(=O)c1ccc(NC(=O)c2cc(-c3cccs3)nc3ccccc23)cc1,2,8,3.7,-9,12,-15,1,8,7
CCN1C(=O)N(c2cccc3ccccc23)C(C)=CC1(C)C,-7,6,-0.1,-11,0,-2,9,3,nt
C=CCN(CC=C)CCCOc1ccccc1C(=O)OC,-4,7,0.9,12,1,4,5,-1,0
Cc1ccccc1-n1nc2c(c1NC(=O)c1ccc(Br)o1)CSC2,-6,-20,-0.1,-7,6,1,2,1,-2
Cc1sc(NC(=O)CCC(=O)O)c(C(N)=O)c1-c1ccccc1,3,-6,-0.5,-6,9,-17,-2,3,27
Cc1ccc(-c2nc(N)n(S(C)(=O)=O)n2)cc1,-2,-2,0.2,-6,-3,-14,-6,-5,2
CS(=O)(=O)c1cnc(-c2ccccc2)nc1-c1ccccc1Cl,-20,-11,0.0,-5,9,5,9,1,-1
O=C(CCn1c2c(c3ccccc31)CCCC2)NNC(=O)c1ccc([N+](=O)[O-])cc1,9,9,-0.7,-3,6,-5,-3,0,-4
O=c1cc(O)nc(SCc2ccccc2)n1-c1ccc(Cl)cc1,-8,5,2.0,-17,1,-12,-1,-1,-1
CC(C)N=C(NS(=O)(=O)c1ccc(Br)cc1)c1ccc(Cl)cc1,-12,-15,0.6,4,0,-3,2,-2,-1
CCOc1ccc(C2NC(=O)c3n[nH]c(C)c32)cc1 (centres undefined),2,9,2.4,-5,3,-21,-1,-3,1
CCCCCC(=O)Nc1ccc(S(=O)(=O)Nc2ccc(Cl)nn2)cc1,-5,5,1.5,-4,4,-10,9,5,1
COc1cc(/C=C(/C#N)c2ccccc2)ccc1Oc1ccc([N+](=O)[O-])cn1,-22,-45,-2.6,-8,4,-19,9,-1,-1
Cc1cc(=O)[nH]c(-n2[nH]c(C)cc2=O)n1,-3,-3,-0.8,-6,3,-17,-3,-3,0
O=[N+]([O-])c1ccccc1/C=C/C=N/n1c(-c2cc(-c3ccccc3)n[nH]2)n[nH]c1=S,3,-2,-0.9,-4,-3,13,nt,-4,15
CC1(CC(=O)N/N=C/c2ccc(-c3cccc(C(F)(F)F)c3)o2)OCCO1,6,4,-2.6,3,-2,-21,6,-2,-6
O=C(COC(=O)C1(c2ccc(F)cc2)CCCC1)NCc1ccco1,23,14,2.6,-6,7,-4,2,0,-1

# Rewritten with two lines to a compound: 3 of the compounds above
# Sequence of screens: NPY2 pot ag, NPY1 pot ag, S1P4 ag, RBBP9 inhibitor, BaF3 parental, S1P4 antagonist, NPY-Y1 antag, Ba/F3 V617F tox, Runt-CBFb FRET
Cc1ccc(-c2nc(N)n(S(C)(=O)=O)n2)cc1
→ -2, -2, 0.2, -6, -3, -14, -6, -5, 2
CCN1C(=O)N(c2cccc3ccccc23)C(C)=CC1(C)C
→ -7, 6, -0.1, -11, 0, -2, 9, 3, nt
CCOc1ccc(C2NC(=O)c3n[nH]c(C)c32)cc1 (centres undefined)
→ 2, 9, 2.4, -5, 3, -21, -1, -3, 1

# Assay outcomes: PubChem BioAssay, several laboratories
